High-throughput results (PubChem BioAssay)
DENV2 CPE rescue: inhibitors of DENV2 cytopathic effect, primary screen, cell-based, plate reader, single concentration | CPE inhibition, % at 9.99 µM | DENV2-infected cells, cytopathic effect rescue | actives 1.7% (n = 350,000) | AID 651640, 2012; in the data active = CPE inhibition above about 20%, passing the limit was not always enough; inconclusive = no clear call, values can overlap the other calls; tested in BHK-21 cells;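 note: 0% = median of neutral control wells and 100% = median of positive control wells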
GSIS activator: GLuc luminescence reporter in INS-1E cells, primary screen for activators of glucose-dependent secretion of insulin; AID 743287, 2014; INS-1E GLuc reporter insulin secretion, 2-3 h; actives 0.61% (n = 370,000); activation, % at 16.6 µM;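 active = lowest replicate activation of at least 40%, so every replicate reaches that level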;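 note: 0% = median of neutral control wells and 100% = median of IBMX positive control wells; some compounds called inactive have numbers as strong as hits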
E-selectin induc: E-selectin induction in HUVECs, primary screen, imaging, HUVEC, immunofluorescence imaging, single point; P16581; normalized: neutral wells 0, TNF-alpha wells 100; activation, % at 7.58 µM; actives 0.37% (n = 260,000);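 active = mean E-selectin-positive cell signal at least 10% of the positive control, reached in at least 60% of replicates, without over 20% cell loss; inconclusive = no rule given, readout overlaps actives, possibly toxicity-flagged; inactive = the rest, including those meeting only one limit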;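 note: in these data hits start at about 27%; measured in HUVEC primary endothelial cells; signal is the percent of cells scored E-selectin positive by PE staining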
Target sequence (P16581 whole entry, looked up): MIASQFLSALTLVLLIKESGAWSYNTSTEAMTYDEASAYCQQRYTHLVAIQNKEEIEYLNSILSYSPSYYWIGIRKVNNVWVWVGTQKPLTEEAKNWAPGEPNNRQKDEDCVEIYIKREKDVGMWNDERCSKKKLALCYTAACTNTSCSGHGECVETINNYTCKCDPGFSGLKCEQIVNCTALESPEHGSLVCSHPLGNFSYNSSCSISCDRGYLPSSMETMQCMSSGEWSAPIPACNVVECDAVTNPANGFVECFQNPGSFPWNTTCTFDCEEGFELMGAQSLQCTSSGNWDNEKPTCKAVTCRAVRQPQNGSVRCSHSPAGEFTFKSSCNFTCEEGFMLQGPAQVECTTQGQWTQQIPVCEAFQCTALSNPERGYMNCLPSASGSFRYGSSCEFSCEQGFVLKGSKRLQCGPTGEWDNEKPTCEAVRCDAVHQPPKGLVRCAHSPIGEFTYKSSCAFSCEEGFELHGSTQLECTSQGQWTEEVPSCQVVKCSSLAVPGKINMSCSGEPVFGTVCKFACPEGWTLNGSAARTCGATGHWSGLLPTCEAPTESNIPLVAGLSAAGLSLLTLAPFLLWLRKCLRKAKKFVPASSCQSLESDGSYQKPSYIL
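System: HUVEC, human umbilical vein endothelial cells; quantity: 3,000 cells/well; buffer or medium: EGM-2 medium, gelatin-coated wells; dosing: single-point compound dose; detection: immunofluorescence imaging; evaluation: % PE-positive cells; benchmarks: TNF-alpha, DMSO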
CFTR F508del cor: F508del CFTR correction, initial screen, CFBE line, single point; CFBE cells, YFP halide quenching; stimulated with forskolin plus potentiator P3; % fluorescence drop versus neutral controls; activity (quench increase), % at 7.58 µM; actives 0.36% (n = 350,000); AID 720511, 2013;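 active = mean added fluorescence quench of at least 8% versus neutral control, with both replicates also reaching 8%; inconclusive = only one of the mean or replicate conditions met; inactive = mean below 8% and not both replicates reaching 8%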;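 note: cells transiently co-express mutant CFTR-F508del with the halide-sensitive YFP; corrector assay measuring rescue of mutant channel to the surface after 24 h compound exposure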
RAD52 anneal inh: RAD52 DNA annealing inhibitors, primary screen, biochemical, FRET, single point, set 2 | DNA repair protein RAD52 homolog (Homo sapiens), P43351 | inhibition, % at 18.7 µM | recombinant RAD52 DNA annealing, FRET fluorescence | actives 0.46% (n = 360,000);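 active = every replicate showing at least 50% inhibition; inconclusive = mean inhibition at least 50% but not in every replicate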
Target sequence (P43351 whole entry, looked up): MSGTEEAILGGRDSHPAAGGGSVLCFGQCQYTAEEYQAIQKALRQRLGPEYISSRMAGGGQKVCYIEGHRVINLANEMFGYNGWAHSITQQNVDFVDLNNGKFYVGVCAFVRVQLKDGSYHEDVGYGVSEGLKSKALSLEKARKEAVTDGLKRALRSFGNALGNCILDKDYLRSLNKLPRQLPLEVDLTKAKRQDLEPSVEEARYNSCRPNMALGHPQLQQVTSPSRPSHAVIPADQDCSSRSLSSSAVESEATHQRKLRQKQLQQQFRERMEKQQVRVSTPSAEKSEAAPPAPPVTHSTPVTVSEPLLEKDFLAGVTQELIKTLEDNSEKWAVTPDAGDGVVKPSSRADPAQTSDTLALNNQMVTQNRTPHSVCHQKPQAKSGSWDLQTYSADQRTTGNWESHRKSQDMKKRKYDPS
XiGFP reactiv: activators of inactive X chromosome reactivation, primary screen, imaging, XiGFP fibroblasts, GFP high-content imaging, set 2; actives 0.055% (n = 360,000); XiGFP mouse fibroblasts, % GFP-positive cells imaging, 3 d; cells co-treated with 5-aza-dC sensitizer; scaled so ellipticine positive control = 100%; activation, % at 7.58 µM; AID 743238, 2013;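 active = mean normalized replicate activation at least 10% and every replicate at or above 10%; inconclusive = only one of the two criteria met; inactive = mean below 10% and not all replicates reach 10%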;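 note: 0% = median of on-plate neutral control wells and 100% = ellipticine 6 µM median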
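System: XiGFP fibroblasts, SV40-immortalized. Medium: DMEM plus 5-aza-dC sensitizer. Doses: single point. Timing: 3 d treatment, 15 min room-temperature fixation. Control set: ellipticine 6 µM.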
RAD54 branch: inhibitors of human RAD54 branch migration, primary screen, biochemical, fluorescence, single point. AID 602329, 2012. DNA repair and recombination protein RAD54-like (Homo sapiens), Q92698. actives 0.14% (n = 360,000). inhibition, % at 10.4 µM. RAD54 Holliday junction branch migration, FAM/BHQ fluorescence;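 active = mean normalized replicate activity at least 40 and at least half of replicates scoring 40 or more; inconclusive = only one of the two criteria met; inactive = mean below 40 and under half of replicates reaching 40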;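 note: 0% = median of neutral control wells and 100% = median of positive control wells; inhibitors cause a drop in the FAM fluorescence signal; in these data hits start at about 50%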
Casp6 inh: human caspase-6 inhibitors, primary screen, biochemical, VEID-R110 fluorescence, single point, set 2 | purified caspase-6, Z-VEID-R110 cleavage fluorescence | P55212 | actives 0.53% (n = 350,000) | inhibition, % at 12.5 µM;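 active = mean inhibition across replicates at least about 35%, with every replicate also reaching that limit, limit read from the data; inconclusive = only one of the two criteria met; inactive = neither criterion met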;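 note: 0% = median of neutral control wells and 100% = no fluorescence left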
* hit, by the source's call; ? = inconclusive; / = no result given; & = joins results of further samples.

#	Compound	E-selectin induc	CFTR F508del cor	GSIS activator	XiGFP reactiv	DENV2 CPE rescue	Casp6 inh	RAD52 anneal inh	RAD54 branch
1	CCCS(=O)(=O)NC(=O)C1(C)CCCN(C(=O)c2ccccc2F)C1 (centres undefined)	-0.1	-0.8	-2	0.0	?	1	-5	-1
2	O=C(C1COc2ccccc2O1)N1CCN(c2ccc(C(F)(F)F)cn2)CC1 (centres undefined)	-1.2	-0.3	-13	-0.1	0	2	-13	20
3	CCOC(=O)c1c(C)[nH]c(C)c1S(=O)(=O)NCCc1sccc1C	/	1.3	-7	0.0	7	4	-1	-3
4	C[C@@H]1CCCCO[C@@H](CN(C)Cc2ccc(C(=O)O)cc2)[C@H](C)CN([C@H](C)CO)C(=O)c2cc(NC(=O)C3CCCCC3)ccc2O1	0.6	0.2	0	0.6	-3	-3	12	0
5	COc1cc(/C=N/NC(=O)c2ccc(NS(=O)(=O)c3cccs3)cc2)cc(OC)c1O	1.9	-1.8	-3	0.1	14	8	-4	-10
6	COc1ccccc1CNC(=O)CN1C(=O)NC2(CCCCCC2)C1=O	0.3	1.5	-9	0.1	11	3	-13	/
7	Cc1ccc(S(=O)(=O)N2CCC3(CC2)OCCO3)c(C)c1	-2.3	-2.6	11	3.6	-1	-3	-3	-12
8	CC(C)C[C@@H](CNCC(=O)[C@H](CC(C)C)NC(=O)c1[nH]cnc1C(=O)N[C@@H](C)CN)NC(=O)c1nc[nH]c1C(=O)N[C@@H](CC(=O)O)C(=O)O	0.3	0.8	9	0.2	87*	6	3	-8
9	O=C(C1CC(=O)N(c2ccc(F)cc2)C1)N1CCOCC1 (centres undefined)	/	-3.4	10	0.0	-2	1	-7	-15
10	CCOC(=O)c1cc2ccc3ccccc3c2oc1=O	/	/	/	-0.2	1	-1	9	4
11	CCc1ccc(NC(=O)C2=CC=CN3CCS(=O)(=O)N=C23)cc1	/	0.3	20	0.1	12	1	-13	-7
12	c1ccc2c(c1)[nH]c1c3ccccc3sc21	0.1	-1.2	16	0.0	-6	-1	3	4
13	CCCC(=O)N1CCCC1(C)C(=O)Nc1cc(C)ccc1C (centres undefined)	?	0.9	9	0.1	?	2	2	-2
14	CN1CCN(S(=O)(=O)c2cccs2)CC1	0.1	0.6	21	0.0	34*	0	-14	/
15	CC(=O)N1[C@H](CO)[C@@H](c2ccccc2)[C@H]1CN(C(=O)c1ccccc1)C(C)C	0.8	3.9	8	0.0	/	/	/	-5
16	Cc1ccc(N(C(=O)c2csnn2)C(C(=O)NC2CCCCC2)c2cccnc2)cc1 (centres undefined)	/	-1.7	15	-0.1	-1	2	-5	6
17	Cc1ccccc1C(C(=O)NC1CCCC1)N(C(=O)Cc1cccs1)c1ccc2c(c1)OCCO2 (centres undefined)	/	/	-1	/	/	7	-2	5
18	O=C1CC(N2CCN(c3ccc(Cl)cc3)CC2)C(=O)N1c1ccccc1 (centres undefined)	/	/	/	0.0	3	-3	-7	6
19	CC(C)NC(=O)Nc1ccc2c(c1)C(=O)N(C)[C@@H]1CC[C@H](CC(=O)NC3CCCCC3)O[C@H]1CO2	0.0	-0.4	7	0.4	5	/	/	-11
20	CCS(=O)(=O)N1CC(=O)N2[C@@H](CO)[C@H](c3ccc(C#CCc4ccccc4)cc3)[C@@H]2C1	-0.2	-0.5	-18	0.2	1	3	-22	/
21	O=C(CCNS(=O)(=O)c1ccc(Br)cc1)N1CCN(c2ccccc2O)CC1	0.1	-1.1	2	0.5	10	3	-13	2
22	CCS(=O)(=O)N1CC2(CN(C(=O)c3ccc(F)cc3)[C@@H](CO)c3c2c2ccc(OC)cc2n3C)C1	0.0	3.1	-2	0.3	-7	/	-8	/
23	CC(C)CC(C)NC(=O)c1ccc(C(F)(F)F)cc1 (centres undefined)	/	-0.4	9	0.1	-1	4	5	1
24	O=C(NCC1CCCO1)c1cc(S(=O)(=O)N2CCOCC2)c(Cl)cc1Cl (centres undefined)	-0.2	0.9	-5	-0.1	10	0	-21	-4
25	CSCCC(=O)Nc1cc(S(=O)(=O)N2CCOCC2)ccc1N1CCN(C)CC1	/	-0.8	17	0.0	/	-15	-7	/
26	CCCC12CN3CC(C)(CN(C1)C3c1ccc([N+](=O)[O-])o1)C2=O (centres undefined)	2.8	0.5	4	0.0	6	1	-4	-26
27	COc1cccc(S(=O)(=O)Nc2ccc3c(c2)[C@H]2C[C@@H](CC(=O)NC4CCCCC4)O[C@H](CO)[C@H]2O3)c1	/	-2.1	/	/	0	64*	67*	-29
28	CCN(C(=O)CSc1nnc(-c2ccncc2)n1-c1ccccc1)C1CCS(=O)(=O)C1 (centres undefined)	/	-4.4	13	-0.1	/	2	-12	/
29	Cc1ccccc1-c1ccc2c(c1)O[C@@H](CN(C)Cc1ccc(C(=O)O)cc1)[C@@H](C)CN([C@@H](C)CO)S2(=O)=O	-0.1	0.0	14	0.4	2	6	-5	4
30	COc1ccc(S(=O)(=O)Nc2ccc3c(c2)C(=O)N([C@H](C)CO)C[C@H](C)[C@H](CN(C)C)OCCCC[C@H](C)O3)cc1	0.0	0.3	7	0.3	-3	-3	-17	5

Arranged by molar mass (rising): some entries from above
#	Compound	E-selectin induc	CFTR F508del cor	GSIS activator	XiGFP reactiv	DENV2 CPE rescue	Casp6 inh	RAD52 anneal inh	RAD54 branch
24	O=C(NCC1CCCO1)c1cc(S(=O)(=O)N2CCOCC2)c(Cl)cc1Cl (centres undefined)	-0.2	0.9	-5	-0.1	10	0	-21	-4
25	CSCCC(=O)Nc1cc(S(=O)(=O)N2CCOCC2)ccc1N1CCN(C)CC1	/	-0.8	17	0.0	/	-15	-7	/
22	CCS(=O)(=O)N1CC2(CN(C(=O)c3ccc(F)cc3)[C@@H](CO)c3c2c2ccc(OC)cc2n3C)C1	0.0	3.1	-2	0.3	-7	/	-8	/

Next part
#	Compound	E-selectin induc	CFTR F508del cor	GSIS activator	XiGFP reactiv	DENV2 CPE rescue	Casp6 inh	RAD52 anneal inh	RAD54 branch
31	COCC(=O)N1C[C@H](C)[C@@H](OC)CN(C)C(=O)c2ccc(NC(=O)C3CCC3)cc2OC[C@@H]1C	-0.1	-1.3	5	0.2	-4	-1	-3	/
32	C[C@@H]1CN([C@H](C)CO)C(=O)Cc2cc(NC(=O)C3CC3)ccc2O[C@H]1CN(C)S(=O)(=O)c1ccc(Cl)cc1	0.0	-1.4	5	0.0	14	3	-14	-8
33	COc1ccc(CN(C)C[C@H]2OCCCC[C@H](C)Oc3ccc(NC(=O)Cc4ccccc4)cc3C(=O)N([C@@H](C)CO)C[C@@H]2C)cc1	-0.1	-0.1	-19	-0.1	?	/	/	3
34	Cc1ccc(-n2ncc(C(=O)Nc3cc(Cl)ccc3Cl)c2C2CCNCC2)cc1	/	4.8	-17	0.0	0	2	-7	/
35	Cc1cccc(-c2ccc([C@H]3[C@H]4CN(C(=O)c5ccc6c(c5)OCO6)CC(=O)N4[C@H]3CO)cc2)c1	0.1	-0.5	-9	0.3	1	/	-1	/
36	COc1ccc(NC(=O)CC2C(=O)N(Cc3ccco3)C(=S)N2C(C)C)cc1 (centres undefined)	0.9	-2.5	-33	0.0	/	7	-20	2
37	CCC1Nc2ncnc(N3CCc4ccccc4C3)c2N(Cc2ccc(Cl)cc2)C1=O (centres undefined)	0.0	1.2	-5	0.2	-4	5	-19	4
38	Cc1ccc(CN2C(=O)C(CC(C)C)Nc3ncnc(N4CCOCC4)c32)cc1 (centres undefined)	-0.3&0.0	4.5&-2.4	-6&2	0.0&0.0	5&-5	-5&2	-18&-4	11&-6
39	COc1ccc([C@H]2C(C#N)=C([S-])N[C@](C)(O)[C@@H]2[n+]2ccccc2)cc1	0.2	-0.4	34	-0.1	-5	-13	18	-13
40	CSc1ccc(CN(C)CC(=O)NC(=O)NCCC2=CCCCC2)cc1	/	0.2	-16	0.3	-9	1	-9	-9
41	C/C(=N\NC(=O)Nc1ccccc1)c1ccccc1	/	1.8	4	0.0	-3	2	100*	-6
42	COc1ccc(S(=O)(=O)Nc2ccc3c(c2)C(=O)N([C@H](C)CO)C[C@H](C)[C@@H](CN(C)C(=O)c2ccccc2)OCCCC[C@@H](C)O3)cc1	0.1	-1.1	-8	0.3	8	0	-7	-9
43	O=C(COC(=O)c1cnccn1)Nc1cc(S(=O)(=O)N2CCOCC2)ccc1Cl	2.5	3.4	9	-0.1	12	8	-7	-2
44	CCOC(=O)c1cc2oc(C)cc2n1CC(=O)OC1CCCCC1	/	0.7	-16	/	-1	3	-7	0
45	C[C@H](CO)N1C[C@H](C)[C@@H](CN(C)S(=O)(=O)c2ccc(Cl)cc2)Oc2ccc(NC(=O)c3ccncc3)cc2CC1=O	0.2	-1.4	-4	1.1	-5	-2	-63	-9
46	c1ccc(Cc2noc(CN3CCCN(C4Cc5ccccc5C4)CC3)n2)cc1	/	-3.6	-8	-0.1	-4	-5	-14	0
47	C[C@@H]1CN([C@H](C)CO)C(=O)c2cc(NC(=O)c3ccccc3)ccc2O[C@@H](C)CCCCO[C@@H]1CN(C)S(C)(=O)=O	0.1	-0.8	5	-0.2	0	0	-2	5
48	COc1ccc(OCCOC(=O)CNC(=O)c2cccc(C)c2)cc1	-0.4	-0.7	0	0.4	-9	2	-3	8
49	Cc1ccnc(NC(=O)c2ccc(NC(=O)CC3SC(N4CCCC4)=NC3=O)cc2)c1 (centres undefined)	0.3	0.2	11	0.3	-2	1	-8	/
50	CCOc1ccc(NC(=O)CN(C)C(=O)C2CCN(C(=O)c3ccc(Cl)cc3)CC2)cc1OCC	/	-0.6	-2	0.1	-7	5	-6	15
